Compound activity as filed in PubChem BioAssay.
HIV peptide binding: inhibitors of HIV fusion peptide binding, primary screen, biochemical, uHTS, fluorescence dequenching (AID 1986). cell-free peptide binding, fluorescence dequenching, 30 min; higher % means a stronger effect. 0.3% of 290,000 active. inhibition, % at 20 µM; hits with a dose series show IC50 in µM; in the data active = inhibition mostly above about 52%, no sharp cut-off; inactive = mostly below about 76%; also: some results filed as inactive read as strong as hits
AID2073: inhibitors of Mint1-CaV2.2 protein interaction, biochemical, HTRF (AID 2073) | Voltage-dependent N-type calcium channel subunit alpha-1B (Homo sapiens) | HTRF protein-protein interaction, Mint1-CaV2.2; higher % means a stronger effect | one-dose inhibition, % at 20 µM; IC50 in µM for titrated hits | 0.19% of 290,000 active; in the data active = inhibition mostly above about 51%, no sharp cut-off; inconclusive = no clear call, values can overlap the other calls; inactive = mostly below about 53%; also: some results filed as inactive read as strong as hits
An asterisk follows results filed as active; ? = inconclusive.

| Structure | AID2073 | HIV peptide binding |
| --- | --- | --- |
| CCOc1c(Br)cc(Br)cc1/C=C1\SC(N)=NC1=O | 6.5% | 0.9% |
| Cc1cccc(C)c1NS(=O)(=O)c1c(C(=O)N2CCCCC2)c(C)n(C)c1C | 0.1% | 1.7% |
| CCc1ccc(NC(=O)C2CCCN(S(=O)(=O)c3cnc[nH]3)C2)cc1 (centres undefined) | 11.1% | -1.7% |
| Cc1nc(NC(=O)c2c(-c3ccccc3Cl)noc2C)sc1C | 12.3% | -0.5% |
| Cc1onc(-c2c(F)cccc2Cl)c1C(=O)N1CCCCC1 | 19.7% | -1.8% |
| COc1ccccc1N1CCN(C2CC(=O)N(c3cccc(Cl)c3)C2=O)CC1 (centres undefined) | -1.3% | 0.4% |
| COc1ccc2c(c1)C(=O)N(CCc1ccc(S(=O)(=O)NC(=O)NC3CCCCC3)cc1)C(=O)C2(C)C | 16.4% | 6.2% |
| O=C1/C(=C/c2cccs2)SC(=S)N1CCCC(=O)N(CCO)c1ccccc1 | -4.0% | -0.6% |
| COc1cc(SC)ccc1C(=O)Nc1nc(C)cc(C)n1 | -5.0% | 1.1% |
| CC1(C)CC(NC(=O)C2CCN(S(=O)(=O)c3ccc(F)cc3)CC2)CC(C)(C)N1 | -5.2% | 0.4% |
| CN(Cc1cccc(C(F)(F)F)c1)C(=O)C1CCC(=O)N(CC2CCCCC2)C1 (centres undefined) | 11.9% | 0.4% |
| O=C(COc1ccc(Br)cc1)NCCNC(=O)c1cccnc1 | 8.5% | -0.1% |
| CCn1cc(CN2CCC(n3nccc3NC(=O)C3CCCC3)CC2)c(C)n1 | -0.8% | 2.5% |
| O=C(CCN1CCCCC1=O)NC1CCCN(Cc2ccc(Cl)cc2)C1 (centres undefined) | 5.0% | -0.7% |
| CCOC(=O)c1c(-c2ccc(OC)cc2)oc2ccc(O)cc12 | 38.7% | -0.7% |
| COc1ccc(-c2cn3cccnc3n2)cc1NC(=O)C(C)Oc1ccccc1 (centres undefined) | 32.2% | -0.3% |
| COc1cccc(CCNC(=O)c2cccc(NC(=O)C3=C(C)OCCS3)c2)c1 | 8.2% | 0.1% |
| Cc1cccn2c(=O)c(/C=C(\C#N)S(=O)(=O)c3ccccc3)c(N3CCN(c4ccccc4)CC3)nc12 | 23.2% | 4.2% |
| COCCCNC(=O)CN1C(=O)COc2ccc(S(=O)(=O)N3CC(C)CC(C)C3)cc21 (centres undefined) | 0.3% | 1.6% |
| CCC(C)(C)C1CCC2(CC1)NC(=O)N(CC(=O)N(C)CC(=O)Nc1ccccc1C(F)(F)F)C2=O (centres undefined) | 5.4% | -0.9% |
| CC(C)c1ccc(NC2CCCN(C(=O)CSc3nncn3C)C2)cc1 (centres undefined) | -5.8% | -0.5% |
| COc1ccc(NC(=O)c2sc(NC(=O)C3CC3)nc2C)cc1 | 19.6% | 0.6% |
| O=C(O)c1ccc(Cl)c(NCc2cccnc2)c1 | 5.7% | -0.3% |
| Cc1ccc(OCC(=O)Nc2ccc(S(=O)(=O)N3CCOCC3)cc2)c(C)c1 | 7.3% | -1.3% |
| COCCNC(=O)Cn1cc(/C=C(\C#N)C(=O)NC2CCCC2)c2ccccc21 | 8.4% | 1.5% |
| CC1CCCN(CCCNC(=O)CN2C(=O)COc3ccc(S(=O)(=O)N4CCOCC4)cc32)C1 (centres undefined) | 6.4% | -0.4% |
| O=C(O)c1cccc(NS(=O)(=O)c2ccc3c4c(cccc24)C(=O)N3)c1 | 15.2% | 1.0% |
| CCOc1ccc(NC(=O)C2CCN(S(=O)(=O)c3ccc4c(c3)CC(C)N4C(C)=O)CC2)cc1 (centres undefined) | -6.4% | -1.7% |
| O=C(NCCCc1ccc(F)cc1)C1CCC(=O)N(CCCN2CCCC2=O)C1 (centres undefined) | 7.4% | -0.4% |
| Nc1cc(N)nc(SCC(=O)Nc2ccc3c(c2)OCO3)n1 | 7.4% | -0.6% |
| CCOC(=O)c1ccc[n+](CC(=O)c2ccc(NC(=O)c3ccccc3)cc2)c1 | 12.7% | -1.5% |
| Cc1cc(/C=C2\SC(=O)N(C)C2=O)c(C)n1-c1ccc(O)cc1 | -19.3% | 1.5% |
| O=C(NC1(Cc2ccc(O)cc2)CCCCC1)c1ccccc1 | 7.5% | -0.3% |
| COc1ccc(-c2cc(C)no2)cc1S(=O)(=O)NCc1cccc(C)c1 | -7.6% | 0.9% |
| O=S(=O)(Nc1ccccc1Cl)c1cccc2nsnc12 | -2.7% | -0.8% |
| Cc1cc(=O)oc2c3c(cc(OCC(=O)N[C@@H](Cc4ccccc4)C(=O)O)c12)OC(C)(C)CC3 | 25.8% | 0.7% |
| Cc1ccc2c(c1)N(CC(=O)NC1CCCC1)C(=O)CO2 | 5.9% | 0.7% |
| Cc1cccc(-n2ccc(=O)c(C(=O)Nc3ccc(S(=O)(=O)N4CCOCC4)cc3)n2)c1 | -1.2% | -0.6% |
| Cc1cc(=O)[nH]c(N/N=C/c2ccc(O)c(O)c2)n1 | -6.7% | -0.9% |
| COc1ccc(NC(=O)COC(=O)C2CC(=O)N(Cc3ccc(C)cc3)C2)cc1 (centres undefined) | -3.4% | 1.4% |
| COc1cc2cc(C(=O)N/N=C/c3cccc(OC)c3OC)[nH]c2cc1OC | 11.1% | 0.5% |
| CCN(CC(=O)Nc1ccc2c(c1)OCCO2)C(=O)c1cccc(OCC(C)C)c1 | 8.7% | -1.0% |
| CCOCCCNC(=O)CCc1nnc2ccc(N3CCCCC3)nn12 | 5.8% | -0.4% |
| O=C1N=c2ccc([N+](=O)[O-])cc2=C1c1sc(=O)[nH]c1O | -17.1% | 7.8% |
| CN(C)CCCN1CC(=O)N2[C@@H](Cc3c([nH]c4ccccc34)C2(C)C)C1=O | -2.5% | -0.8% |
| COc1ccc(-c2cc(C(=O)NCCCn3ccnc3)c3ccccc3n2)c(OC)c1 | 31.9% | -1.5% |
| COc1ccc(-c2c(C)nc3c(-c4ccsc4)cnn3c2N)cc1 | 17.2% | 2.7% |
| COc1ccc(/C=N/n2c(-c3ccccc3)n[nH]c2=S)cc1 | -36.7% | 0.7% |
| CN1CCN(S(=O)(=O)c2ccc(Cl)cc2)CC1 | 5.7% | 0.0% |
| CCOc1ccc(CC(=O)Nc2ccc(S(=O)(=O)N3CCCC3)cc2)cc1 | 1.8% | -0.3% |

(cont.)
| Structure | AID2073 | HIV peptide binding |
| --- | --- | --- |
| C=CCn1c(SCC(=O)NC2CC2)nnc1-c1cccs1 | -0.4% | 0.3% |
| Cc1ccccc1N(C(=O)CCC(=O)Nc1ccccn1)C(C(=O)NC(C)C)c1ccc(F)cc1 (centres undefined) | -4.4% | -2.2% |
| CCOc1ccc(C(=O)OC(C)CN2CCCCC2)cc1 (centres undefined) | 10.1% | -0.4% |
| O=C(c1cccs1)N1CCN(c2ccc([N+](=O)[O-])cc2F)CC1 | 1.7% | -1.6% |
| O=C(NC1CCNCC1)C1CCCCC1 | 9.0% | 0.0% |
| O=C(NC1CCCN(Cc2ccc(Cl)cc2)C1)c1ccoc1 (centres undefined) | 11.7% | 2.9% |
| CCOc1ccc(CCNC(=O)c2ccc3c(c2)NC(=O)C2CCCN32)cc1OCC (centres undefined) | 41.5% | 4.7% |
| O=C(O)CN=CC1=C(O)CC(c2ccccc2)CC1=O (centres undefined) | 7.9% | 0.4% |
| Cc1ccc(S(=O)(=O)NNC(=O)C2CCCCC2)cc1 | -4.7% | -0.5% |
| Nc1nonc1-n1nnc(C(=O)N/N=C/c2ccc(OCc3cccc(Cl)c3)cc2)c1CN1CCCCC1 | 12.8% | 1.7% |
| O=C(CCCNC(=O)c1ccc(Cl)cc1)NCc1ccccc1F | -8.3% | 0.5% |
| O=C(NC(=O)N1CCCCCC1)c1ccccc1 | 4.2% | 0.7% |
| Cc1ccccc1NC(=S)NC1CCCC1 | -1.4% | 1.6% |
| Cc1ccc2c(c1)C1CC(C)(O2)N(c2cccc(C(=O)NC3CCN(Cc4ccccc4)CC3)c2)C(=O)N1 (centres undefined) | 5.8% | 1.8% |
| O=[N+]([O-])c1ccc2nc(C3CCCCC3)[nH]c2c1 | 7.5% | 1.2% |
| COc1cccc(NC(=O)CN2C(=O)NC(C)(c3ccc(C)cc3)C2=O)c1 (centres undefined) | 1.7% | -1.6% |
| O=C(Cn1ccc2ccccc2c1=O)NCCC(=O)N1CCN(c2ccccc2)CC1 | -9.3% | 2.1% |
| CC(C)(C)OC(=O)N1CCC[C@H]1C(=O)Nc1ccc(Br)cc1 | 1.3% | 0.9% |
| Cc1cc(C)cc(NC(=O)CCCn2nc(C)c3c(C)n(-c4ccccc4)nc3c2=O)c1 | -7.9% | 0.6% |
| CCOc1ccc(NC(=O)CN(C)C(=O)c2ccc3c(c2)C(=O)N(CCC(C)C)C3=O)cc1OCC | -6.6% | 0.2% |
| COc1ccc(CN2CCNC(=O)C2CC(=O)N(C)Cc2nccs2)c(OC)c1 (centres undefined) | -7.7% | -0.3% |
| Cc1ccc2[nH]c(=O)c(CN(c3cccc(C)c3C)S(=O)(=O)c3ccccc3)cc2c1 | 30.7% | -0.2% |
| COc1ccccc1C(=O)NNC(=O)C(=O)N1CCCCC1 | 14.9% | -2.1% |
| O=C(CN(C(=O)CCC(=O)Nc1nccs1)c1ccc(F)cc1)NCc1ccc(F)cc1 | 9.8% | -0.8% |
| CC(=O)c1ccc(NC(=S)N2CCCC2)cc1 | -6.4% | -1.5% |
| O=C(NC1CCCN(c2ccc(C(F)(F)F)cn2)C1)c1ccnc(Cl)c1 (centres undefined) | 0.4% | 1.2% |
| COc1ccc(NC2CCCN(C(=O)c3csc(C)n3)C2)cc1 (centres undefined) | -16.3% | -0.4% |
| FC(F)Sc1ccc(NC2=NCCCCC2)cc1 | -8.4% | -2.1% |
| C=CCOc1ccccc1CN1CCN(CCc2ccccc2)C(CCO)C1 (centres undefined) | 7.7% | -0.1% |
| Cc1cc(C)cc(C(=O)Nc2cccnc2)c1 | 15.4% | -0.8% |
| O=C(c1ccc(Sc2ccccc2)c([N+](=O)[O-])c1)N1CCOCC1 | 7.2% | -1.3% |
| COc1ccccc1N1CCN(C2CCCN(Cc3ccc(Cl)cc3)C2)CC1 (centres undefined) | 4.9% | 2.8% |
| O=C(NCc1ccco1)C(c1ccncc1)N(C(=O)Cn1nnc2ccccc21)c1ccccc1F (centres undefined) | -6.1% | 2.0% |
| COc1ccc(CC(=O)NCc2cccc(CNC(=O)Cc3ccc(OC)c(OC)c3)c2)cc1OC | 9.4% | 0.8% |
| CC1Sc2ccc(S(=O)(=O)N3CCC(C(=O)Nc4ccc(Cl)cc4)CC3)cc2NC1=O (centres undefined) | 6.8% | 8.4% |
| COc1cccc2c1Oc1ncccc1N(C(=O)CCC(=O)NCc1ccccc1)C2 | -1.4% | 0.6% |
| Cc1cc(OC(C)C(=O)NC(Cc2c[nH]c3ccc(O)cc23)C(=O)O)c2c(C)cc(=O)oc2c1 (centres undefined) | 8.5% | 5.7% |
| O=C(O)CN1c2cccc3cccc(c23)S1(=O)=O | ? | -0.8% |
| N#Cc1nc(-c2ccccc2F)oc1N1CCN(C(=O)c2ccco2)CC1 | 11.8% | 0.6% |
| COc1cc(C(=O)NC2CC(C)(C)Cc3c2cnn3-c2ccccc2)cc(OC)c1OC (centres undefined) | 3.5% | 1.3% |
| COc1cccc(NC(=O)[C@@H]2CCCN2C(=O)[C@@H]2Cc3ccccc3CN2C(=O)OC(C)(C)C)c1 | 3.8% | 1.4% |
| COc1ccc(C(=O)Nc2nnc(-c3ccccc3)s2)cc1 | 27.0% | -1.2% |
| CCNc1nc2c(c(=O)[nH]c(=O)n2C)n1CCCc1ccccc1 | 3.7% | 0.7% |
| CN1C(=O)c2ccc(NC(=O)C3CC3)cc2C1=O | 32.3% | 1.2% |
| CS(=O)(=O)c1ccc(-c2nnn(CC(=O)N3CCCCC3)n2)cc1 | 19.6% | -0.1% |
| O=C(CNS(=O)(=O)c1ccccc1)OCC(=O)c1ccccc1Cl | 4.0% | -1.0% |
| Cc1noc(C)c1C(=O)NCCc1c(C)[nH]c2ccccc12 | -12.2% | 0.1% |
| C[C@H](NC(N)=O)C(=O)N1CCN(S(=O)(=O)c2ccc3ccccc3c2)CC1 | 3.8% | -1.7% |
| COC(=O)CC1COc2ccccc2N1C(=O)/C=C/c1ccccc1 (centres undefined) | 13.6% | 0.6% |
| Cc1cc(C(=O)N2CCN(c3ccc(F)cc3)CC2)on1 | 4.8% | -0.5% |

Going on with the list:
| Structure | AID2073 | HIV peptide binding |
| --- | --- | --- |
| COc1ccc(NS(=O)(=O)c2cc3c(cc2C)N(C(C)=O)CCO3)cc1 | 9.9% | -0.8% |
| CN(CCc1ccccc1)C1CCCN(S(=O)(=O)c2cccc(F)c2)C1 (centres undefined) | -5.0% | 0.9% |
| CCC(C(=O)NCc1ccc(F)cc1)n1nc(C)n2c(cc3occc32)c1=O (centres undefined) | 15.0% | -1.3% |
| COc1ccc(CCN2CC(C(=O)NCc3cnn(C(C)C)c3)CCC2=O)cc1 (centres undefined) | 13.4% | -0.8% |
| Cc1cc(NC(=O)CCC(=O)N(C2CC2)C(C(=O)NC(C)(C)C)c2ccccc2Cl)no1 (centres undefined) | -0.5% | -2.0% |
| Cc1[nH]c2ccccc2c1C(=O)C(=O)N1CCN(c2ccccc2Cl)CC1 | 17.7% | 1.4% |
| O=C(Nc1ccc(NC(=O)C2CC2)cc1)c1ccco1 | 13.2% | 1.7% |
| CC1Sc2ccc(S(=O)(=O)CCC(=O)Nc3ccc(C(C)C)cc3)cc2NC1=O (centres undefined) | 1.8% | -0.3% |
| O=C(NC1CCN(C(=S)Nc2ccc(F)cc2)CC1)c1ccco1 | 15.8% | 0.1% |

Complete entries, looked up by structure.
Cc1cc(NC(=O)CCC(=O)N(C2CC2)C(C(=O)NC(C)(C)C)c2ccccc2Cl)no1 (centres undefined) across the screens: AID2073: -0.5%; HIV peptide binding: -2.0%
Cc1[nH]c2ccccc2c1C(=O)C(=O)N1CCN(c2ccccc2Cl)CC1 across the screens: AID2073: 17.7%; HIV peptide binding: 1.4%

The list is partial; the hit share may differ from the screen's.
